# Assay outcomes from PubChem.
# beta cell repl = MIN6 beta-cell proliferation induction. MIN6 cells proliferation, ATPlite luminescence, 48 h; cells starved in 0.2% serum; 100% = growth in 10% serum. 0.29% of 330,000 active. proliferation, % at 10 µM;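 active = compounds whose signal lies at least 3.5 SD above the mean of all wells on their plate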;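 also: 0% = DMSO-treated cells in low-serum medium and 100% = 10% serum control; some compounds called inactive have numbers as strong as hits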
# APOBEC3G inh = blocks human APOBEC3G single-stranded DNA deamination | recombinant A3G, ssDNA deamination FAM/TAMRA fluorescence | Q9HC16 | inhibition, % at 20 µM | 0.28% of 330,000 active;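 active = inhibition of at least 40% at 20 µM, with no more than 30% in the related APOBEC3A deaminase screen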;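 also: plate controls were DMSO wells with A3G for no effect and wells lacking A3G enzyme for full effect; some compounds called inactive have numbers as strong as hits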
# hIAP inh = human IAP inhibition; P09923; purified IAP, CDP-Star luminescence, 30 min; inhibition, % at 10 µM; 0.12% of 330,000 active;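 active = inhibition reaching a set limit with compound at 10 µM in the primary screen, cut at about 35% in these data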;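 also: plate controls were DMSO wells with enzyme for no effect and no-enzyme buffer wells for full effect; values of inactives mirror those of a sister screen read the other way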
# Target sequence (P09923 whole entry, looked up): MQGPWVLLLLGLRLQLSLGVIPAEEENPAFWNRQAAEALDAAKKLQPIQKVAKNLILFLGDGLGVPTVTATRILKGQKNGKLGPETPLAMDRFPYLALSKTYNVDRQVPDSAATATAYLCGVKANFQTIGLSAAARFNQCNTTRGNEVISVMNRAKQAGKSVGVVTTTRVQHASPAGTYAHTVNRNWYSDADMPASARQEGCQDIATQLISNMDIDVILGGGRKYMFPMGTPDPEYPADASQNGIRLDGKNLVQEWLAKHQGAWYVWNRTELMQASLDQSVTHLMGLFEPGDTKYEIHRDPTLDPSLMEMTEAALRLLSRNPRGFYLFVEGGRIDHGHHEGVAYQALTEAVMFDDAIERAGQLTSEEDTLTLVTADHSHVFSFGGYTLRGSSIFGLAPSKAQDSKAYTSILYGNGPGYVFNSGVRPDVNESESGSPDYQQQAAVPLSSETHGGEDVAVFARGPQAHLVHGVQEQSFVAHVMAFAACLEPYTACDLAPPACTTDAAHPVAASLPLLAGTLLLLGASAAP
# MPTP block = permeability transition pore inhibition. 1.4% of 360,000 active. AID 602449. inhibition, % at 10 µM. isolated mouse mitochondria, Ca2+ swelling absorbance, 30 min;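 active = inhibition of 50% or more, scaled per plate between neutral and stimulator controls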;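 also: 0% = DMSO wells given calcium and 100% = 1 mM EGTA wells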
# mIAP inh = blocks mouse intestinal alkaline phosphatase; AID 2806; 0.2% of 330,000 active; inhibition, % at 10 µM; purified mouse IAP, CDP-Star luminescence, 30 min;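 active = inhibition of at least 40% at 10 µM in the primary screen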;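 also: plate controls were DMSO with enzyme for no effect and no enzyme wells for full effect; values of inactives mirror those of a sister screen read the other way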
# hIAP act = human IAP activation | 0.16% of 330,000 active | purified human IAP, CDP-Star luminescence, 30 min; stronger effect = higher value; 1 = vehicle-only enzyme, 0 = enzyme-free background | P09923 | activation factor at 10 µM | AID 2524;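 active = activation factor of the enzyme at least 2-fold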; also: the source names both 10 and 20 µM as test concentration; values of inactives mirror those of a sister screen read the other way
# GRIN3A LBD mod = modulators (binders) of human NR3A ligand-binding domain | NR3A LBD differential scanning fluorimetry, Tm shift; 0% = protein alone, 100% = glycine-bound protein | Tm shift relative to glycine control, % at 25 µM | 2.5% of 340,000 active;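 active = melting temperature shift of at least 10% of the positive control shift, at one fixed dose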
# A3A deaminase = human APOBEC3A DNA deaminase inhibition. P31941. recombinant A3A, FAM/TAMRA ssDNA deamination fluorescence. inhibition, % at 20 µM. 0.41% of 330,000 active. AID 493011;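 active = at least 40% inhibition at 20 µM here, with at most 30% in a related deaminase screen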;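 also: plate controls were A3A with DMSO for no effect and wells lacking A3A enzyme for full effect; some results filed as inactive read as strong as hits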
# Target sequence (P31941 whole entry, looked up): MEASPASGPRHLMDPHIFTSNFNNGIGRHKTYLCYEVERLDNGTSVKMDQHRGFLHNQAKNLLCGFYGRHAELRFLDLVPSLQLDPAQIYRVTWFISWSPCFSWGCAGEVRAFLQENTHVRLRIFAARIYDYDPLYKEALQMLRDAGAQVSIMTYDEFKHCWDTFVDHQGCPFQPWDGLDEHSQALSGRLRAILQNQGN
# mIAP activ = increases mouse intestinal alkaline phosphatase activity; 0.24% of 330,000 active; muIAP, CDP-Star luminescence, 30 min; stronger effect = higher value; 1 = vehicle-only enzyme signal, 0 = enzyme-free wells; AID 2805; activation factor at 10 µM;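 active = activation factor of at least 2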; also: the source names both 10 and 20 µM as test concentration; values of inactives mirror those of a sister screen read the other way
#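 Assay system: mouse IAP enzyme / Compound: DMSO-dissolved test compounds / Timing: 30 min, room temperature / Measured by: luminescence from enzymatic CDP-Star hydrolysis / Control set: DMSO-only wells, enzyme-free buffer wells as negative control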
# The depositor's hits bear a star. No enrichment for hits; about 5% have a hit in one of these screens.
SMILES,beta cell repl,APOBEC3G inh,hIAP inh,MPTP block,mIAP inh,hIAP act,GRIN3A LBD mod,A3A deaminase,mIAP activ
Cc1nc(-n2[nH]c3c(c2=O)CCCC3)[nH]c(=O)c1Cc1ccccc1,-5.5,-8.2,-3.2,0.3,23.4,1.03,-1.4,-3.7,0.766
O=C(NC(=S)NCC1COc2ccccc2O1)c1ccccc1 (stereo unspecified),-6.0,-2.9,1.3,3.8,-15.0,0.987,3.5,-18.4,1.15
Cc1cccc(-c2nc(=S)c3c(n2Cc2ccco2)CCCC3)c1,1.1,-0.2,3.1,0.3,4.5,0.969,0.0,3.5,0.955
CCOc1ccccc1NC(=O)COC(=O)c1ccc2ccccc2n1,-0.1,-10.7,-4.7,-0.7,0.3,1.05,-0.4,-0.9,0.997
CC(C)(C)OC(=O)NCCCCCNC(=O)c1nc[nH]c1C(=O)NCC(=O)OCc1ccccc1,-2.2,-1.1,-58.6,-1.3,3.5,1.59,0.2,2.4,0.965
O=C(c1ccccc1Br)N1CCc2c([nH]c3ccccc23)C1,-3.0,-8.8,19.3,3.4,-8.4,0.807,-2.7,-8.3,1.08
CCCCN(C)C(=O)c1cc2cc3cc(OC)ccc3nc2o1,1.8,-4.9,-7.5,0.5,9.6,1.07,-0.8,-0.7,0.904
Cc1csc(SCC(=O)Nc2ccc3[nH]c(=O)[nH]c3c2)n1,-0.3,-6.4,6.5,-2.2,6.4,0.935,1.8,-0.6,0.936
CCC(C#CCN1CCOCC1)(CC)OCCC#N,-0.7,-3.2,4.2,1.0,1.4,0.958,-0.9,-0.8,0.986
COc1ccc(OC)c(CCNC(=O)CCn2ccc3cc(S(=O)(=O)N4CCCC4)ccc32)c1,4.7,-6.1,8.2,-1.1,-1.8,0.918,0.7,-3.9,1.02
COc1ccc(N2C3=C(C(=O)CC(C)(C)C3)C(c3cnn(C)c3)C3=C2CC(C)(C)CC3=O)cc1,-1.4,4.6,-13.4,2.1,-17.6,1.13,-2.3,-6.9,1.18
COc1ccc(S(=O)(=O)N2CCc3ccccc32)cc1NC(C)=O,-3.1,-3.0,-7.1,-0.2,-5.5,1.07,-3.3,1.5,1.05
O=C(CSc1nnc(Nc2ccccc2F)s1)Nc1cccc(S(=O)(=O)N2CCCCC2)c1,-1.3,-4.8,-11.3,-0.4,-26.9,1.11,4.0,0.9,1.27
CCOC(=O)C1CCN(C(=O)COc2ccc(N(C)S(=O)(=O)c3cccs3)cc2)CC1,-2.0,-5.0,-3.3,6.4,3.6,1.03,3.3,-1.1,0.964
COc1ccc(-c2csc(N3CCC(C(N)=O)(N4CCCCC4)CC3)n2)cc1,-0.2,-3.8,14.7,1.1,11.9,0.853,-0.1,-2.8,0.881
CCCCC(CC)C(=O)Nc1ccc(C)c(O)c1 (stereo unspecified),-1.1,-3.1,2.9,-0.8,-4.8,0.971,-4.0,0.0,1.05
CCCCOc1nc2ccccc2nc1NS(=O)(=O)c1ccc(F)cc1,-1.8,-5.8,1.1,0.8,6.4,0.989,-1.1,-1.3,0.936
O=C(O)c1cccc(S(=O)(=O)N(Cc2ccccc2)c2ccccc2)c1,-0.7,-1.1,-12.3,-1.0,1.7,1.12,-0.7,2.0,0.983
CC(C)(C)NC(=O)CCc1ncc(C(F)(F)F)cc1Cl,-1.6,-6.6,7.4,0.2,4.1,0.926,-1.1,-3.5,0.959
O=C(N/N=C/c1ccccn1)c1cc(C2CC2)[nH]n1,-1.5,7.5,-110.3,-0.3,20.8,2.1*,-0.2,7.4,0.792
O=c1ccc(C(F)(F)F)cn1Cc1cc(=O)n2ccsc2n1,-2.2,4.2,8.0,-0.6,-2.7,0.92,-0.2,10.3,1.03
CC(=O)NC(CC(=O)NCc1ccncc1)c1ccccc1 (stereo unspecified),-2.0,-4.5,2.0,1.4,-7.8,0.98,-0.6,-0.5,1.08
Fc1cccc(Nc2ncnc3[nH]ncc23)c1,4.5,-4.1,-36.3,-0.7,3.1,1.36,-4.3,-1.5,0.969
Cc1nn(C)c(C)c1S(=O)(=O)N(CC(=O)Nc1ccc2c(c1)OCO2)c1ccc(C(C)C)cc1,-1.1,0.6,9.8,-0.8,-13.9,0.902,-0.5,-0.3,1.14
Cc1ccc(-n2nc3c(=O)n(C(C)C(=O)NCCc4cccs4)nc(C)c3c2C)cc1 (stereo unspecified),-2.5,-2.6,-12.3,-0.1,-0.2,1.12,-0.3,-2.3,1
CC(C)Cn1c(N)c(C(=O)COC(=O)C2=COCCO2)c(=O)n(C)c1=O,2.0,0.4,11.0,0.6,0.8,0.89,-0.3,6.4,0.992
c1cc(-c2noc(CCC3CCCC3)n2)ccn1,0.0,-7.0,9.2,0.5,1.0,0.908,1.5,-3.5,0.99
CSc1nc(C(=O)N2CCCC(Nc3ccc(C)c(C)c3)C2)cs1 (stereo unspecified),-0.1,-1.4,-8.4,0.7,0.1,1.08,-1.0,2.9,0.999
CCN(CC)C(=O)C(Cc1ccccc1)N1C(=O)c2ccccc2C1=O (stereo unspecified),-0.7,-3.6,-5.8,-1.2,14.0,1.06,2.6,-1.7,0.86
CC(=O)c1ccc(S(=O)(=O)N(C)CCCC(=O)N(C)Cc2c(F)cccc2Cl)cc1,-1.7,-10.2,1.1,-0.1,0.9,0.989,-3.9,1.6,0.991
COCCNC(=O)C(C)OC(=O)c1nsc(Cl)c1Cl (stereo unspecified),0.1,-7.3,-23.8,-1.6,0.0,1.24,2.5,-2.7,1
O=C(CN1CCN(c2ccccn2)CC1)Nc1ccc(OC(F)(F)F)cc1,-5.2,-0.4,-8.7,0.1,3.4,1.09,-2.8,0.3,0.966
CCN1CCN(CC(=O)c2c[nH]c3ccc(C)cc23)CC1,-3.0,2.3,-8.6,2.3,-11.0,1.09,-0.2,-3.6,1.11
CC(=O)Nc1cc(-c2nn(C)c(=O)c3ccccc23)ccc1N1CCOCC1,-1.9,-9.0,-1.7,-2.0,-7.1,1.02,0.0,-1.5,1.07
COc1ccc(Cc2nnc(SCC(=O)Nc3cc(Cl)ccc3C)[nH]c2=O)cc1,-1.0,-8.5,3.8,1.3,2.4,0.962,-4.6,-6.5,0.976
COc1ccc(C(=O)c2ccc(-c3ccc(OC)cc3)nc2)cc1,-0.6,-7.8,-16.4,1.0,5.3,1.16,-1.0,-1.8,0.947
Cc1cnc(NC(=O)c2c(-c3ccccc3)noc2C)s1,-4.0,-0.1,-24.1,0.0,-4.0,1.24,0.3,-2.6,1.04
CC(Oc1ccc(Cl)cc1)C(=O)/C=C/N(C)C (stereo unspecified),-2.0,-6.3,2.0,1.4,5.6,0.98,0.3,1.2,0.944
O=C(Nc1nccs1)c1ccc(N2C(=O)[C@@H]3[C@H](C2=O)[C@H]2C=C[C@@H]3C2)cc1,1.2,-5.5,8.9,2.4,-3.7,0.911,-0.9,0.9,1.04
COC(=O)c1sccc1NC(=O)c1ccco1,-2.5,-2.5,-18.9,-0.3,-6.4,1.19,0.5,-5.1,1.06
O=C(Nc1cc(Cl)ccc1-n1cncn1)c1cncc(Br)c1,1.2,-7.5,-6.3,1.0,0.5,1.06,0.6,6.6,0.995
COC(=O)c1ccc(COc2ccccc2/C=N/NS(=O)(=O)c2ccc(C)cc2)cc1,-5.7,-7.8,15.6,0.6,10.7,0.844,2.6,-0.2,0.893
Cn1c(=O)c(=O)n(C)c2cc(S(=O)(=O)Nc3ccc4c(c3)OCCO4)ccc21,-1.8,-10.0,-9.9,1.1,1.7,1.1,-1.2,-1.8,0.983
COC(=O)c1c(N)sc2c1CCN(c1ncc(C(F)(F)F)cc1Cl)C2,-3.8,0.4,15.8,0.0,8.7,0.842,-8.6,-3.8,0.913
O=C(CCN1C(=O)C2CC=CCC2C1=O)Nc1nccs1 (stereo unspecified),-2.5,-7.5,9.4,1.6,1.3,0.906,-0.3,-4.8,0.987
O=C1CCCN1C(=O)COc1ccccc1[N+](=O)[O-],0.1,-2.8,10.9,-0.1,-0.2,0.891,-2.3,0.5,1
c1ccc(SCCc2ccncc2)cc1,-1.5,-6.9,-8.6,-4.8,-9.3,1.09,0.0,-3.4,1.09
CCc1nc(SCC(=O)Nc2ccc(F)cc2F)c2c(=O)n(C)c(=O)n(C)c2n1,-2.0,-6.6,-0.6,0.8,5.9,1.01,1.0,0.1,0.941
OC1(c2ccc(Cl)cc2)CCN(Cc2c[nH]c3ccccc23)CC1,-7.5,-4.1,-8.3,94.5*,-9.0,1.08,0.6,-0.4,1.09
CCOC(=O)C1CCN(C/C=C/c2ccccc2OC)CC1,-1.1,-7.6,8.2,-0.3,1.7,0.918,1.6,-1.0,0.983
O=C(CSCc1cccc(Br)c1)NC1CC1,-2.1,-2.1,-4.0,-0.8,0.4,1.04,0.3,-3.1,0.996
O=C(NCCN1C(=O)S/C(=C\c2ccc(Cl)c(Cl)c2)C1=O)c1ccc2c(c1)C(=O)N(Cc1ccncc1)C2=O,0.0,-2.9,14.7,56.2*,12.6,0.853,-3.9,-2.9,0.874
Cc1sc2nc(C(C)C)oc(=O)c2c1C,-0.2,-0.6,11.8,1.0,-0.5,0.882,-0.1,-0.8,1
O=C(CSc1nc2c(c(C(F)(F)F)n1)CCc1ccccc1-2)NCc1ccccc1,-4.5,-0.6,13.8,-0.4,15.0,0.862,-0.6,2.8,0.85
CCCCn1ccnc1C(=O)c1ccc(S(=O)(=O)N(CCOC)CCOC)cc1,-0.4,-5.5,5.0,-4.2,-1.4,0.95,0.7,-3.2,1.01
N/C(=N/OC(=O)c1ccccc1Cl)c1nonc1N,-1.4,-4.0,-5.9,-0.6,9.3,1.06,-5.3,1.4,0.907
Cc1ccc(S(=O)(=O)N2CCC(C(=O)N[C@@H](C)C(=O)NCc3ccccc3)CC2)cc1,-3.0,-4.7,3.6,-0.1,-8.5,0.964,-1.1,0.4,1.08
COc1cccc(NC(=O)c2ccc3c(c2)OCCO3)c1,-4.0,3.7,-5.5,-0.1,8.5,1.05,12.5*,3.7,0.915
Cc1noc(C)c1CSc1nc2ccccc2c(=O)n1-c1ccc(Cl)cc1,-4.1,0.5,8.8,0.4,-3.1,0.912,-1.6,3.4,1.03
CCc1cc2c(SCC(=O)N(CC)c3c(N)n(Cc4ccccc4)c(=O)[nH]c3=O)ncnc2s1,-1.4,-7.5,-6.8,-2.7,5.3,1.07,-2.4,2.0,0.947
O=C(NCCCO)c1cc2c(cn1)[nH]c1ccccc12,-5.0,-5.0,-5.1,0.2,0.6,1.05,-0.3,-1.3,0.994
c1ccc(-c2nc3nc4ccccc4nc3n2CC2CCCO2)cc1 (stereo unspecified),-0.3,-6.1,0.1,2.0,-4.5,0.999,0.0,-4.8,1.04

# Part of the list above in order of formula weight, lowest first:
SMILES,beta cell repl,APOBEC3G inh,hIAP inh,MPTP block,mIAP inh,hIAP act,GRIN3A LBD mod,A3A deaminase,mIAP activ
Cc1sc2nc(C(C)C)oc(=O)c2c1C,-0.2,-0.6,11.8,1.0,-0.5,0.882,-0.1,-0.8,1
c1ccc(-c2nc3nc4ccccc4nc3n2CC2CCCO2)cc1 (stereo unspecified),-0.3,-6.1,0.1,2.0,-4.5,0.999,0.0,-4.8,1.04
CCCCOc1nc2ccccc2nc1NS(=O)(=O)c1ccc(F)cc1,-1.8,-5.8,1.1,0.8,6.4,0.989,-1.1,-1.3,0.936
